Epigenetic reg – Quantitative High-Throughput Screen for Regulators of Epigenetic Control; murine LDR cells, GFP reporter derepression, 30 h; Potency, µM (top dose mostly 53.9 µM), for inactives: at the top dose GFP activation, hits mostly activators; 280,000 compounds, 0.2% hits; AID 1865, 2009; also: potency is read from the fitted curve at half-maximal effect; % of control where 0% means no effect; nearly all actives have a fitted effect of over 60% in size
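Murine LDR cells carrying a silenced, genomically integrated CMV-driven GFP reporter were exposed to compound for 30 hours at 37 C. After PBS washes, GFP-positive cells (20–120 um objects) were counted by laser-scanning microplate cytometry.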
TRb-SRC2 inh – qHTS for Inhibitors of the Interaction of Thyroid Hormone Receptor and Steroid Receptor Coregulator 2; Thyroid hormone receptor beta (Homo sapiens), P10828; TRbeta-SRC2 peptide binding, fluorescence polarization; receptor liganded with 1 µM T3; Potency, µM (series often up to 106 µM), for inactives: at the top dose activity change, negative = inhibition, usual class: inhibitors; 280,000 compounds, 0.065% hits; AID 1469, 2008;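 also: potency is read from the fitted curve at half-maximal effect; plate controls were bound peptide for no effect and peptide without receptor for full effect; nearly all actives have a fitted effect of over 50% in size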
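Decrease in fluorescence polarization of 20 nM Texas Red SRC2 coactivator peptide flagged inhibition of its binding to 0.6 uM TRb LBD; 1 uM T3 included, incubation 5 hr, ex 555/em 632 nm.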
GLA spleen mod – qHTS Assay for Inhibitors and Activators of Human alpha-Galactosidase From Spleen Homogenate; Potency, µM (doses to about 80 µM), inactives show top-dose activity change, negative = inhibition, actives largely listed as inhibitors; human spleen homogenate, 4MU-alpha-Gal fluorescence, 40 min; 240,000 compounds, 0.008% hits; Alpha-galactosidase A (Homo sapiens), P06280;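 also: potency is read from the fitted curve at half-maximal effect; 0% = enzyme with vehicle and -100% = no enzyme basal signal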
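Fluorogenic readout (Ex 365/Em 440 nm) of 4-methylumbelliferone released from 1 mM 4-MU-alpha-galactoside by spleen homogenate, 40 min at 37C, pH 5.0. Data normalized to no-enzyme and enzyme controls; Hill-equation AC50 from compound titrations.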
CBFb-RUNX1 inh – qHTS Assay for Compounds Blocking the Interaction Between CBF-beta and RUNX1 for the Treatment of Acute Myeloid Leukemia; Potency, µM (titrated, usually from 59.8 µM), for inactives: at the highest dose activity, negative = inhibition, hits mostly inhibitors; 230,000 tested, under 10 active; AlphaScreen CBFb-His/RUNX1-biotin binding, biochemical; AID 1477, 2009; Runt-related transcription factor 1 (Homo sapiens) + Core-binding factor subunit beta …; also: % of control where 0% means no effect
Target sequence (Q01196 whole entry, looked up): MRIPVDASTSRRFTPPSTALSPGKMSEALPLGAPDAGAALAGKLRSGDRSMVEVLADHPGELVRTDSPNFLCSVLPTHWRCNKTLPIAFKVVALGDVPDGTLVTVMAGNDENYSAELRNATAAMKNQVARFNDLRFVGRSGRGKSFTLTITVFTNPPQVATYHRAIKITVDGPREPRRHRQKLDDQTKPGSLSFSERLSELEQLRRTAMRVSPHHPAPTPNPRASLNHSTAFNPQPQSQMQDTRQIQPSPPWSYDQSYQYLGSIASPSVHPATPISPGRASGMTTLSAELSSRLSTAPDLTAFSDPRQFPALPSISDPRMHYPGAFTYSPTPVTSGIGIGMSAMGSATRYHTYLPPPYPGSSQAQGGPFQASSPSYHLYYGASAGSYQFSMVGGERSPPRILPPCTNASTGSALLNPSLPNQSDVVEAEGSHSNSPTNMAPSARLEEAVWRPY
Target sequence (Q13951 whole entry, looked up): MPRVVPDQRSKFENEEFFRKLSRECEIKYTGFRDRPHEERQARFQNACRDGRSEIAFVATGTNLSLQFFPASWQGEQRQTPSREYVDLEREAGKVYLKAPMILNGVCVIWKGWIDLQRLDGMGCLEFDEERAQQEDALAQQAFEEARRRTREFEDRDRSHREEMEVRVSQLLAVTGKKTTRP
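CBF-beta (His) and RUNX1 (biotin), 30 nM each; 20 min preassociation; + compound, 15 min; + beads 50 ng each (Ni, streptavidin), 90 min; RT; AlphaScreen read.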
Tau fibril FP – qHTS for Inhibitors of Tau Fibril Formation, Fluorescence Polarization; Potency, µM (highest dose often 57.7 µM), for inactives: at the top dose activity, negative = inhibition, hits mostly inhibitors; 280,000 compounds, 0.39% hits; Microtubule-associated protein tau (Homo sapiens), P10636; K18 P301L tau heparin fibrillization, Alexa594 FP, 6 h; AID 1468, 2008; also: potency is read from the fitted curve at half-maximal effect; % is scaled to controls: 0 for no effect and ±100 for the full control effect; nearly all actives have a fitted effect of over 55% in size
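Human tau K18 […] P301L fragment, 15 uM unlabeled plus 0.24 uM Alexa 594-labeled tau (final), with compound and 20 uM heparin in 100 mM sodium acetate pH 7; 6 hr at 37 C, then Alexa 594 FP read.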
TR SRC2 fluor cs – Total Fluorescence Counterscreen for Inhibitors of the Interaction of Thyroid Hormone Receptor and Steroid Receptor Coregulator 2; AID 1479, 2009; 280,000 compounds, 0.29% hits; TRb/SRC2 Texas Red total fluorescence interference; Potency, µM (doses to about 106 µM), without a hit: at the top dose fluorescence change, negative = quenching; active = well fitted curve in either direction with a large enough effect; inconclusive = small, poorly fitted or top-dose-only effect; also: potency is read from the fitted curve at half-maximal effect; % is scaled to controls: 0 for no effect and ±100 for the full control effect
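Human TRβ ligand-binding domain (0.6 uM) and Texas Red SRC2 peptide (20 nM) in Tris buffer with 1 uM T3 and 5% DMSO were incubated with pinned compound for 5 hr at ambient temperature. Total fluorescence was computed as S + 2P (555/632 nm).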
NPSR antagonist – qHTS Assay for Antagonists of the Neuropeptide S Receptor: cAMP Signal Transduction; AID 1461, 2008; 220,000 compounds, 1% hits; CHO-NPSR cells, cAMP TR-FRET, antagonist mode; Potency, µM (titrated, usually from 38.3 µM), for the others: at the top dose activity change, negative = inhibition, most hits filed as inhibitors; also: potency is read from the fitted curve at half-maximal effect; % is scaled to controls: 0 for no effect and ±100 for the full control effect; nearly all actives have a fitted effect of over 50% in size; many of its hits are not listed in these tables
Target sequence (Q6W5P4 whole entry, looked up): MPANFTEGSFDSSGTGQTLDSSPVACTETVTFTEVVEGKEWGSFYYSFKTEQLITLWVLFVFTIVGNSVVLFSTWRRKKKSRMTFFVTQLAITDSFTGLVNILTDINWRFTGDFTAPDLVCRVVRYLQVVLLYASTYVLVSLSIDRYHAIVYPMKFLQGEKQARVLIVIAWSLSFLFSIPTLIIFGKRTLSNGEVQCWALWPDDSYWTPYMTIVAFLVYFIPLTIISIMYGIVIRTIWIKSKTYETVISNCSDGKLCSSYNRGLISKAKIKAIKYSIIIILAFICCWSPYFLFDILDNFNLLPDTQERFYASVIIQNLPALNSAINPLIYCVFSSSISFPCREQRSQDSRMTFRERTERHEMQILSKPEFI
Tau fluor counter – Counterscreen qHTS for Inhibitors of Tau Fibril Formation, Fluorescence Polarization | tau K18 P301L (four-repeat tau fragment) Alexa594 fluorescence, heparin fibrillization | Potency, µM (series often up to 57.7 µM), inactives show top-dose activity change, negative = decrease | 280,000 compounds, 0.93% hits; also: potency is read from the fitted curve at half-maximal effect; % is scaled to controls: 0 for no effect and ±100 for the full control effect; nearly all actives have a fitted effect of over 55% in size
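Human K18 P301L tau (15 uM unlabeled plus 0.24 uM Alexa 594-labeled, final) in 100 mM sodium acetate pH 7 was mixed with compound and 20 uM heparin and incubated 6 hr at 37 C.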
The depositor's hits bear a star; u = inconclusive; x = not tested or not shown; & = joins results of further samples; [ ] = remark or other dose. Unless noted, calls follow the shape of the dose curve; as a rule, active = well fitted curve in the direction sought with a large enough effect; inconclusive = small, poorly fitted or top-dose-only effect, or another doubt; inactive = no such curve, though single readings can be large; an effect the other way counts as inactive or inconclusive.

SMILES	Epigenetic reg	TRb-SRC2 inh	GLA spleen mod	CBFb-RUNX1 inh	Tau fibril FP	TR SRC2 fluor cs	NPSR antagonist	Tau fluor counter
CC(=O)N1CCN(c2ccc(NC(=O)C(C)Oc3ccc(Cl)cc3Cl)cc2)CC1 (stereo not given)	0.9%	7%	12%	-3%	16%	3%	-6%[46.1 µM]	-25%
CCOc1ccccc1-c1nc(SCC(=O)O)n[nH]1	-1.7%	-2%	8%	-5%	3%	0%	2%[46.1 µM]	4%
Cn1c(NC(=O)C2CCCO2)cc(=O)n(C)c1=O (stereo not given)	-0.7%	1%	1%	0%	2%	2%	2%[46.1 µM]	3%
Cc1cccc(N2CCN(c3ncnc4c3nc3n4CCCCC3)CC2C)c1 (stereo not given)	-1.2%	5%	x	x	-4%	-3%	x	-20%
O=C(O)CC(C(=O)OCCOc1ccccc1)N1CCOCC1 (stereo not given)	1.0%	-4%	6%	3%	4%	0%	-5%[46.1 µM]	-2%
O=C(CCNS(=O)(=O)c1cccs1)NCc1ccccc1	0.7%	0%	4%	4%	1%	-5%	-5%[46.1 µM]	-2%
CCCc1cc(C(=O)Cc2ccc(C(=O)OCC)o2)c(O)cc1O	-2.0%	13%	5%	-7%	7%	3%	-18%[46.1 µM]	u
CC(C)(C)OC(=O)N1CCC(c2c(C(=O)NCCN3CCOCC3)cnn2-c2ccc(F)cc2F)CC1	0.0%	3%	x	x	-5%	2%	x	-9%
CSc1cccc(NC(=O)CSc2ccc(Cl)cc2)c1	-0.6%	-5%	8%	10%	u	0%	-9%[46.1 µM]	u
C=CCN(CC=C)Cc1c(C)[nH]c2c(C)c(C)ccc2c1=O	-1.4%	-6%	-17%	-4%	u	-1%	-13%	-13%
O=C(N/N=C1\CC2CC=CC12)c1ccc(COc2ccccc2)cc1 (stereo not given)	2.6%	10%	-3%	0%	3%	-1%	2%	4%
O=C(COC(=O)Cc1ccccc1[N+](=O)[O-])NC1CCCC1	0.0%	-1%	0%	5%	5%	-5%	4%	3%
N#Cc1ccc(CSc2nnc(NC(=O)c3ccc4ncsc4c3)s2)cc1	-4.1%	4%	-10%	u	1%	-2%	u	6%
CC(=O)c1ccc(N2CCN(C(=O)C3CCCN(S(=O)(=O)c4ccc(Br)s4)C3)CC2)cc1 (stereo not given)	0.0%	8%	x	x	10%	-1%	x	-22%
COc1ccc(NC(=O)CC(C)=O)c(OC)c1	1.1%	-2%	8%	14%	-1%	-4%	8%	1%
COc1ccc(-c2ccc(=O)n(CC(=O)NCc3ccco3)n2)cc1	-3.9%	0%	5%	-10%	5%	-2%	-5%[46.1 µM]	-4%
Cc1ccc(-n2nc(C)c3c(C)cc(=O)n(CC(=O)Nc4cc(Cl)ccc4C)c32)cc1	1.9%	-1%	x	x	-3%	-22%	x	-2%
Cc1cc2c(cc1S(=O)(=O)Nc1cc(C(F)(F)F)cc(C(F)(F)F)c1)OCC(=O)N2	-2.7%	1%	x	x	-6%	-2%	x	-5%
Cc1cc(C)c2c(CC(=O)NC(C)C)coc2c1	1.1%	-16%	-2%	-5%	10%	2%	11%	4%
Cc1ccc(CCNC(=O)CS(=O)Cc2nc(-c3ccccc3Cl)oc2C)cc1 (stereo not given)	0.8%	-4%	x	x	2%	-5%	x	-8%
COc1ccc(NC(=S)N2CCN(C(=O)c3ccccc3)CC2)cc1	-2.9%	-1%	-3%	-7%	-9%	-2%	5%	2%
CC(=O)c1cc2c(cc1NS(=O)(=O)c1ccc(C)cc1)OCCO2	-1.2%	-2%	-4%	-9%	-8%	0%	-11%[46.1 µM]	-25%
O=c1onc(-c2cccnc2)n1-c1ccccc1F	4.1%	4%	-9%	-3%	-8%	0%	-16%	-3%
COC(=O)C1OC(=O)C2O[C@@]23[C@]2(C)C(OC(C)=O)CC4C(C)(C)C(=O)CC[C@]4(C)C2CC[C@@]13C (stereo not given in full)	-1.3%	-3%	3%	6%	-7%	1%	x	-3%
O=C(Nc1ccc(Oc2cccnc2)cc1)c1ccc([N+](=O)[O-])cc1	3.0%	0%	6%	12%	4%	-1%	19%	4%

Reformatted as comma-separated lines: part of the list above
mol,Epigenetic reg,TRb-SRC2 inh,GLA spleen mod,CBFb-RUNX1 inh,Tau fibril FP,TR SRC2 fluor cs,NPSR antagonist,Tau fluor counter
Cn1c(NC(=O)C2CCCO2)cc(=O)n(C)c1=O (stereo not given),-0.7%,1%,1%,0%,2%,2%,2%[46.1 µM],3%
O=C(Nc1ccc(Oc2cccnc2)cc1)c1ccc([N+](=O)[O-])cc1,3.0%,0%,6%,12%,4%,-1%,19%,4%

Other results follow.
SMILES	Epigenetic reg	TRb-SRC2 inh	GLA spleen mod	CBFb-RUNX1 inh	Tau fibril FP	TR SRC2 fluor cs	NPSR antagonist	Tau fluor counter
O=C(CCCn1cnc([N+](=O)[O-])n1)Nc1cccc(Cl)c1Cl	-1.1%	-10%	-1%	-7%	9%	0%	15%	4%
O=C(Nc1cc(Cl)ccc1Cl)c1ccc2c(c1)N(Cc1cccc(Cl)c1)C(=O)c1ccccc1S2=O (stereo not given)	-1.1%	-4%	x	x	-18%	-2%	x	2%
O=C(/C=C/c1ccccc1)NCC(=O)N/N=C\c1cccnc1	1.0%	2%	5%	-2%	-1%	-5%	11%	-9%
Cc1ccc(C)c(NC(=O)CSc2nc3ccccc3nc2N2CCOCC2)c1	0.0%	-2%	x	x	-5%	5%	x	-17%
CN(C)/C=N/NC(=O)c1ccccc1	4.3%	-7%	-18%	-16%	1%	-2%	25%	5%
Cc1cc(C)nc(Nc2ccc(C)c([N+](=O)[O-])c2)n1	0.5%	2%[53 µM]	-8%	-1%	-5%	-1%[53 µM]	-32%	-2%
Cc1cn(C)c(CC(=O)Nc2cccc(Cl)c2C)c1C(=O)O	-1.3%	-3%	x	x	3%	-1%	x	-3%
Cc1noc(C)c1COc1ccc(C(=O)OCC(=O)OC(C)(C)C)cc1	-0.2%	-9%	10%	18%	11%	-4%	-18%	-6%
CSc1ccc(S(=O)(=O)N(CC(=O)NN=C2CCN(C)CC2)c2ccc(C)cc2)cc1	-0.3%	1%	-2%	-10%	-6%	-4%	10%	-9%
CN(C)c1cc(=O)n2c(n1)SCCC2	-1.5%	-14%	0%	-2%	15%	1%	1%[46.1 µM]	5%
Cn1c(=O)c2c(ncn2CCCNC2=CC(C)(C)CC(=O)C2)n(C)c1=O	-1.1%	-3%	-2%	8%	-4%	-8%	-1%[46.1 µM]	6%
COc1cc(OC)c(NS(=O)(=O)c2c(C(=O)N3CCC(C)CC3)c(C)n(C)c2C)cc1Cl	7.7%	7%	x	x	10%	-2%	x	-6%
NC(=O)CC(NC(=O)Cc1ccc(Br)cc1)c1ccc(NCC2CC2)c([N+](=O)[O-])c1 (stereo not given)	-3.1%	-2%	12%	0%	-1%	-2%	15%	-13%
Cc1nn(CC(=O)NCCc2ccc(Cl)cc2)c(C)c1[N+](=O)[O-]	1.9%	-2%	-2%	6%	0%	0%	-9%[46.1 µM]	-9%
COC(=O)c1ccc(CSc2nnc(CNC(=O)c3cccs3)o2)o1	-1.5%	-10%	4%	4%	-2%	-1%	-4%[46.1 µM]	-4%
O=C(COC(=O)CSc1cc(Cl)ccc1Cl)NCc1ccc2c(c1)OCO2	0.0%	6%	7%	-2%	-14%	0%	10%	-17%
CCOC(=O)CSc1ncc(OC)c(Sc2ccc(OC)cc2)n1	-0.1%	4%	-6%	11%	3%	-3%	-18%[46.1 µM]	-14%
CCOC(=O)N1CCC(c2cc(=O)n(-c3ccccc3)[nH]2)CC1	-1.3%	-1%	-1%	1%	u	-5%	-19%	-25%
CC[N+](CC)(CC#Cc1ccccc1)CC(=O)c1ccc(Cl)cc1	-0.6%	6%	-25%	3%	-2%	-2%	-7%	-10%
COc1ccc(CCNC(=O)C2CC(=O)N(c3ccccc3)C2)cc1OC (stereo not given)	0.0%	0%	-7%	26%	-3%	-1%	2%[46.1 µM]	7%
O=C(NCCc1ccccc1)c1ccc(-c2ccccc2Cl)o1	0.6%	-3%	0%	1%[2.36 µM]	-3%	0%	3%	-25%
COc1cccc([C@@H]2Oc3ccc(OC)cc3C(=O)[C@H]2OC(=O)NCc2ccc3c(c2)OCO3)c1	-1.1%&3.8%	-1%&3%	14%&1%	9%&-2%	3%&12%	-2%&-11%	-29%	u
COc1ccc(CNC(=O)[C@H]2C[C@@H]2[C@H](NP(=O)(c2ccccc2)c2ccccc2)c2ccccc2)cc1OC	5.0%	11%	4%	-6%	8%	-1%	x	-2%
COc1ccc2[nH]c(C(=O)N3CCCN(Cc4ccc(F)cc4)CC3)cc2c1	0.1%	-7%	-2%	-7%	1%	-1%	50%	-28%
O=C(COc1cc(Cl)ccc1Cl)Nc1nnc(CC(=O)N2CCOCC2)s1	-0.9%	0%	-2%	11%	9%	1%	-7%[46.1 µM]	-7%
Nc1ccc(Nc2nc(-c3cc4ccccc4oc3=O)cs2)cc1	1.0%	-4%	7%	-22%	13%	-5%	-11%	8.9µM*[quencher]
Cc1nc(NCCNC(=O)c2ccco2)c2c(C)c(C)sc2n1	-0.1%	3%	0%	u	3%	-2%	-6%[46.1 µM]	10%
COc1ccc(CCNC(=O)c2nnn(CC(=O)Nc3cccc(F)c3)c2N)cc1OC	-6.7%	-10%	-1%	2%	-1%	-2%	0%	-14%
Cc1ccc(C)c(OCCCC(=O)Nc2ccc(N3CCOCC3)cc2)c1	0.0%	-1%	7%	0%	9%	0%	-6%[46.1 µM]	-15%
O=S(=O)(NCCOCC(F)(F)C(F)F)c1ccc2oc3ccccc3c2c1	-1.0%	10%	12%	5%	-3%	1%	-10%[46.1 µM]	u

Only part of the results is shown; rates above refer to the full screens.
